# Screening results deposited in PubChem BioAssay by The Scripps Research Institute Molecular Screening Center.
# PAD4 FP inh: inhibitors of human PAD4; Q9UM07; recombinant PAD4, RCA probe fluorescence polarization; inhibition, % at 6.36 µM; hit rate 0.41% among 330,000; AID 485272;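 active means percent inhibition above a cutoff equal to the mean of all tested compounds plus 3 SD, cut at about 15% in these data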;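 further: 0% = PAD4 with RCA probe and DMSO and 100% = probe without PAD4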
# Target sequence (Q9UM07 whole entry, looked up): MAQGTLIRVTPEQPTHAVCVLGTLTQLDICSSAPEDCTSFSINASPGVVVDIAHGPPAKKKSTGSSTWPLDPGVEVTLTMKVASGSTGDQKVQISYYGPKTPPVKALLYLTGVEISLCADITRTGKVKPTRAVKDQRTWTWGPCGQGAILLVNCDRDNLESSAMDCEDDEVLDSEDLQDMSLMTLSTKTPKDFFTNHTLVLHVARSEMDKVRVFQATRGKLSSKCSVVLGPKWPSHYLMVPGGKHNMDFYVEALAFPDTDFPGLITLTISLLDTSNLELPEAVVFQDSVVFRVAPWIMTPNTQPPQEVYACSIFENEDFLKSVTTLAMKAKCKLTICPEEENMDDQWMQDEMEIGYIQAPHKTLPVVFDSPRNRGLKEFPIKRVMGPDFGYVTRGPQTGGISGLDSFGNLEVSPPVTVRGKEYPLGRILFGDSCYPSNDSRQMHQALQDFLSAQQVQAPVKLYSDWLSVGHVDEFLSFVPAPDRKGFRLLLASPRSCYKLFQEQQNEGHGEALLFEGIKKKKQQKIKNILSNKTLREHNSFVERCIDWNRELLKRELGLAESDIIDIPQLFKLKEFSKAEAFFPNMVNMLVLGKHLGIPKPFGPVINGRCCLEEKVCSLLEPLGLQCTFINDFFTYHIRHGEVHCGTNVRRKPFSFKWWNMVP
# LYPLA1 inh: counter-screen for PME1 inhibitors: inhibitors of human LYPLA1; O75608; recombinant LYPLA1, FP-Rh probe fluorescence polarization; inhibition, % at 5.9 µM; hit rate 0.16% among 320,000; AID 2174;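 active means inhibition above the mean of all tested compounds plus 3 SD, set per campaign, cut at about 14% in these data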;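 further: inhibitors block serine hydrolase probe labeling of LYPLA1 so polarization falls; 0% = enzyme with DMSO and 100% = wells lacking LYPLA1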
# Target sequence (O75608 whole entry, looked up): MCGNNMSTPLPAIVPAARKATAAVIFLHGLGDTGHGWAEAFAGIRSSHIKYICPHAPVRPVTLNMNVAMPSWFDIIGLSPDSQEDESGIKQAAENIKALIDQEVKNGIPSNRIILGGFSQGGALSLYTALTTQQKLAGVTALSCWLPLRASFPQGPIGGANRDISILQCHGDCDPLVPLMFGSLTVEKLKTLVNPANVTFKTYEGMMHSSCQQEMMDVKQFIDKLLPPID
# PME-1 primary: PME-1 (human) inhibition | recombinant PME-1, FP-Rh probe fluorescence polarization | inhibition, % at 5.9 µM | hit rate 0.53% among 320,000;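 active means inhibition above the campaign mean of all compounds plus 3 SD, cut at about 26% in these data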;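 further: competitive labeling of PME-1 active site by serine hydrolase directed probe; 0% = PME-1 with DMSO and 100% = wells lacking PME-1 enzyme; inhibitors block probe labeling so polarization falls and inhibition rises; many of its hits are not listed in these tables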
# LYPLA2 inh: blocks human lysophospholipase 2, a PME1 counter-screen; O95372; recombinant LYPLA2, FP-Rh probe fluorescence polarization; inhibition, % at 5.9 µM; hit rate 0.38% among 320,000; AID 2177;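 active means inhibition above the screen-wide mean plus 3 SD, limit set per campaign, cut at about 26% in these data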;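 further: 0% = LYPLA2 with DMSO and 100% = wells lacking LYPLA2 enzyme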
# PAFAH2 FP inh: inhibitors of human PAFAH2; hit rate 0.99% among 340,000; recombinant PAFAH2, FP-rhodamine activity probe, fluorescence polarization; Q99487; inhibition, % at 3.39 µM; AID 492956;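 active means inhibition above the mean over all tested compounds plus 3 SD, cut at about 30% in these data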;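 further: inhibitors block probe labeling of enzyme so polarization drops; 0% = enzyme with DMSO and 100% = wells lacking PAFAH2 protein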
# pPAFAH inh: pPAFAH (human) enzyme inhibition. Q13093. recombinant pPAFAH, FP-rhodamine probe fluorescence polarization. inhibition, % at 3.39 µM. hit rate 1.5% among 330,000. AID 463082;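 active means inhibition above the mean inhibition across the screen plus 3 SD, cut at about 25% in these data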;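 further: inhibitors block binding of the rhodamine activity-based probe so polarization drops; 0% = enzyme with DMSO and 100% = wells lacking pPAFAH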
# PAFAH1B3 FP inh: inhibitors of human PAFAH1B3; Q15102; recombinant PAFAH1B3, FP-rhodamine probe, fluorescence polarization; inhibition, % at 3.39 µM; hit rate 0.28% among 340,000;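 active means inhibition above the screen-wide average of all tested compounds plus 3 SD, cut at about 25% in these data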;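 further: 0% = enzyme with DMSO only and 100% = wells lacking PAFAH1B3 protein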
# Target sequence (Q15102 whole entry, looked up): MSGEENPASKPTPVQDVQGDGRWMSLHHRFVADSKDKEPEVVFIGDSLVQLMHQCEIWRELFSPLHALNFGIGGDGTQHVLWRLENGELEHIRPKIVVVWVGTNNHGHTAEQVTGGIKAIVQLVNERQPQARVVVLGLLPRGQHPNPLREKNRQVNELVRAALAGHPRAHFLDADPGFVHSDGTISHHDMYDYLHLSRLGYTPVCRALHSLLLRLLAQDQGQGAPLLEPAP
# PAFAH1B2 FP inh: PAFAH1B2 (human) inhibition | AID 492953 | P68402 | hit rate 1.2% among 340,000 | inhibition, % at 3.39 µM | recombinant PAFAH1B2, FP-rhodamine activity probe, fluorescence polarization;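 active means inhibition above the mean of all tested compounds plus 3 SD, cut at about 24% in these data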;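 further: 0% = enzyme with DMSO and 100% = wells lacking PAFAH1B2; many of its hits are not listed in these tables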
# GSTO1 inh: counter-screen for RBBP9 inhibitors: inhibitors of human GSTO1; inhibition, % at 5.96 µM; hit rate 1.1% among 300,000; recombinant GSTO1, activity-based probe fluorescence polarization; P78417;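 active means inhibition above the campaign mean inhibition plus 3 SD, cut at about 35% in these data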;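 further: 0% = GSTO1-1 with DMSO and 100% = wells lacking GSTO1-1 enzyme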
# * = called active by the depositor; · = not tested or not shown. Some of the compounds tested. The share of hits here may be higher or lower than overall.
# Each structure is followed by: PAD4 FP inh | LYPLA1 inh | PME-1 primary | LYPLA2 inh | PAFAH2 FP inh | pPAFAH inh | PAFAH1B3 FP inh | PAFAH1B2 FP inh | GSTO1 inh
[1] CC(C)CC(=O)Nc1ccc(S(=O)(=O)Nc2nccs2)cc1
→ -0.1 | -2.7 | 0.3 | 0.3 | 6.3 | -1.4 | 6.6 | -1.2 | 4.6
[2] O=C(OCc1nc2ccccc2[n+]([O-])c1C(=O)c1ccccc1)c1ccco1
→ -1.9 | -2.4 | -0.8 | -9.3 | 2.9 | 5.2 | 0.1 | 2.6 | 3.1
[3] COc1ccc(CCN2CC(C(=O)N(C)CC(=O)Nc3cccc(F)c3)CC2=O)cc1OC (stereo not given)
→ -2.4 | 2.7 | -0.9 | 7.1 | -11.0 | 0.4 | 5.6 | 4.2 | 1.3
[4] CC(C)(C)c1cc(C2=CSC3=NCCN23)cc(C(C)(C)C)c1O
→ 3.5 | -3.9 | -7.0 | -7.6 | 9.5 | 0.6 | 2.4 | 2.8 | 11.3
[5] CCCCn1c(SCC(=O)NCc2ccco2)nc2ccccc2c1=O
→ -1.8 | -4.5 | 1.0 | 4.8 | -1.2 | 3.1 | 6.6 | 0.9 | 2.7
[6] CC(C)(CO)Nc1nc(N2CCCC2)nc(N2CCCC2)n1
→ -4.1 | 5.4 | -2.7 | 1.7 | 9.3 | 4.8 | -2.4 | 6.3 | 7.5
[7] COc1ccc(NC(=O)CSc2nc3ccncc3[nH]2)c(OC)c1
→ -0.4 | -1.4 | -5.8 | -0.5 | -7.9 | 3.4 | 6.9 | 1.9 | 9.6
[8] O=C(CCNC(=O)c1ccc(Br)cc1)Nc1ncccc1O
→ 0.8 | 1.1 | 2.8 | -0.4 | 1.8 | 0.7 | 9.1 | 4.1 | 3.6
[9] O=C(Nc1cccnc1)c1cc(-c2ccc(Br)cc2)nc2ccccc12
→ -7.3 | -22.9 | -35.4 | -50.0 | -22.5 | -2.5 | -2.5 | 1.9 | -11.4
[10] COc1ccc(NC(=O)c2cc(C3CC3)on2)c(OC)c1
→ -1.6 | -0.1 | -2.5 | -5.9 | -1.0 | -4.0 | -13.1 | -3.0 | 0.9
[11] Cc1[nH]n(-c2ccccc2)c(=O)c1/C=N/O
→ -6.3 | -3.0 | 3.3 | -6.5 | -0.7 | -1.8 | 2.1 | -4.6 | 11.3
[12] CCOC(=O)N1CCN(CCC(=O)Nc2ccc(OC)cc2OC)CC1
→ 2.6 | 4.6 | 1.4 | 1.0 | -2.0 | 1.5 | 8.2 | 0.5 | -2.9
[13] OC(CNC1Cc2ccccc2C1)c1ccccc1 (stereo not given)
→ 1.4 | -1.6 | -0.7 | -2.8 | 1.9 | 8.2 | 1.1 | 7.2 | -4.2
[14] Cc1ccc(C(=O)NN2C(=O)C3C(C2=O)C2C=CC3C23CC3)cc1 (stereo not given)
→ -4.7 | 1.9 | 4.2 | 8.7 | 0.2 | 3.3 | 10.3 | -0.9 | 3.8
[15] O=C1CC(C(=O)O)(c2ccccc2)c2cccc(F)c21 (stereo not given)
→ -0.3 | 3.3 | -0.4 | 7.2 | -1.7 | 4.6 | 5.7 | 8.6 | -0.8
[16] O=C(CNC(=S)NC(=O)c1ccccc1Br)c1ccccc1
→ -7.4 | -4.1 | -5.0 | -1.3 | 0.1 | 2.6 | -6.5 | -6.0 | -1.6
[17] Brc1ccc(-c2nnc3ccc(N4CCN(c5ccccc5)CC4)nn23)cc1
→ -4.1 | -0.7 | 2.4 | -2.6 | 3.5 | -0.3 | 3.3 | 4.3 | 1.1
[18] CC(=O)NC(CCS(C)(=O)=O)C(=O)Nc1cccc(C)c1 (stereo not given)
→ -2.4 | 3.3 | -1.2 | -0.2 | 2.4 | 5.7 | 3.6 | 4.1 | 1.8
[19] COc1ccc(-c2ccc3c(c2)S(=O)(=O)c2cccc(C(=O)NC4CCCCC4)c2C3=O)cc1OC
→ -1.2 | -3.8 | 0.8 | 2.7 | -5.4 | -1.8 | 0.6 | 2.6 | ·
[20] NS(=O)(=O)c1cccc(NC(=O)CSc2nnc(C3CC3)n2C2CC2)c1
→ -0.9 | 0.2 | -1.0 | 2.6 | 2.5 | 1.2 | -1.9 | 5.3 | ·
[21] CSc1ccccc1NC(=S)N/N=C/c1cccn1Cc1ccc(F)cc1
→ 3.7 | -5.4 | 2.6 | -6.5 | -2.2 | 6.5 | 13.4 | 0.1 | -7.2
[22] O=C(CCCCCN1C(=O)[C@@H]2Cc3ccccc3CN2C1=O)N[C@@H](Cc1ccc(O)cc1)C(=O)O
→ 3.8 | -0.4 | -0.8 | -0.6 | -3.4 | -2.7 | 13.8 | 3.5 | -5.9
[23] Cc1ccc(-c2ccc(=O)n(CC(=O)NCCN3CCCCC3C)n2)cc1 (stereo not given)
→ -2.3 | 2.1 | 3.8 | 11.3 | 0.2 | 4.6 | 11.1 | 5.6 | 15.1
[24] O=C(Cc1ccccc1)NCC(=O)N/N=C/c1ccc([N+](=O)[O-])s1
→ -3.6 | -0.8 | 0.2 | -1.6 | -0.8 | 6.5 | 8.6 | 3.5 | 17.1
[25] C=CCNC(=S)N1CCN(c2ccccc2Cl)CC1
→ 6.8 | -2.2 | 7.2 | 7.0 | -2.7 | 3.9 | 7.5 | 7.3 | 5.0
[26] c1ccc(-n2nnc(-c3cccnc3)n2)cc1
→ -0.4 | -3.0 | 2.2 | 7.5 | 3.9 | 5.9 | -2.2 | 5.1 | -4.6
[27] O=C(O)CCn1c(C(=O)O)cc2sccc21
→ -2.5 | -0.4 | 1.3 | 4.4 | 12.9 | -0.2 | 4.9 | -5.0 | -6.0
[28] CCC(C)(C)NC(=O)C(OC(=O)c1ccco1)c1ccc(OC)cc1 (stereo not given)
→ -2.9 | -4.2 | -9.2 | -3.0 | 4.7 | -7.2 | 1.1 | -1.2 | 7.0
[29] O=C(Nc1cccc2ncccc12)c1cccc(F)c1
→ -4.8 | -1.9 | -0.7 | 3.1 | 1.0 | 0.5 | 2.6 | -1.4 | -6.9
[30] O=C(Nc1cccc(N=Cc2cc(Cl)cc(Br)c2O)c1)c1ccco1
→ -11.8 | -0.6 | -0.7 | -2.8 | -0.1 | 15.8 | 8.1 | 3.3 | 10.7

# (further entries)
item	smiles	PAD4 FP inh	LYPLA1 inh	PME-1 primary	LYPLA2 inh	PAFAH2 FP inh	pPAFAH inh	PAFAH1B3 FP inh	PAFAH1B2 FP inh	GSTO1 inh
31	CC(C)c1csc(CN2CCN(CCc3ccccc3)C(CCO)C2)n1 (stereo not given)	-5.9	-0.8	2.4	-2.8	12.8	0.8	-5.0	-1.5	-0.2
32	Clc1cccc(CNCCCSc2ncccn2)c1	-0.6	-1.0	7.2	10.5	2.4	2.3	5.5	1.7	-1.6
33	O=C(NC1CCCCC1)c1cc(-c2ccccn2)nc2ccccc12	-4.3	-3.9	-0.7	-3.6	-1.0	0.9	6.9	8.6	4.2
34	Cc1ccc(S(=O)(=O)N(C)/N=C/C=C/c2ccccc2)cc1	-2.8	1.8	-3.9	7.3	-6.8	3.7	10.8	13.0	4.4
35	COc1cc(C(=O)NCC(c2cccnc2)N2CCN(c3ccc(F)cc3)CC2)cc(OC)c1OC (stereo not given)	2.1	6.0	-3.1	7.4	-10.9	0.8	4.3	-3.5	5.6
36	CCN=C1SC(CC(=O)Nc2sc(C)c(C)c2C(=O)OC)C(=O)N1CC (stereo not given)	-4.0	1.0	-3.4	-3.5	1.3	1.5	4.3	5.9	5.5
37	COc1ccc(C2c3c(noc3C)CC(C)(O)C2C(C)=O)cc1 (stereo not given)	-0.2	1.7	0.0	-9.3	9.0	0.2	16.2	0.6	5.7
38	O=C(NCc1ccncc1)c1ccc2nc(Cc3ccccc3F)oc2c1	-2.2	-1.3	3.8	4.2	-6.2	-3.8	1.8	-1.7	-1.9
39	CC1=CCC2C(=O)N(c3ccc(OC(=O)c4ccco4)cc3)C(=O)C2C1 (stereo not given)	0.3	-2.1	1.4	-2.5	-10.4	-0.9	7.2	2.3	5.8
40	CC(=O)c1cccc(NCC(=O)Nc2cccc(S(=O)(=O)N3CCCCC3)c2)c1	-8.5	-6.0	0.1	-15.1	-1.1	-1.6	-1.5	3.0	-4.7
41	COc1ccc(NC(=O)N(C)C[C@H]2Oc3c(NC(=O)Nc4ccccc4)cccc3C(=O)N([C@H](C)CO)C[C@@H]2C)cc1	2.1	·	·	·	-5.4	3.9	0.2	3.1	·
42	CC(C)CC(=O)NC(=S)Nc1ccccc1N1CCCC1	1.0	3.8	2.1	-3.5	0.7	8.8	1.1	5.2	32.4
43	CCOc1ccc(-c2nnc(N(CC)C(=O)C3CCC3)s2)cc1	-0.3	1.1	-2.3	1.8	-6.6	7.7	7.5	-5.4	-3.2
44	COc1ccc(-c2c(C(F)(F)F)nn(C)c2NC(C)=O)cc1	-1.7	2.2	-7.3	1.5	5.8	1.2	4.5	6.5	-5.6
45	CCC(C)Nc1nc(CN2CCOCC2)nc2sc3c(c12)CCC3 (stereo not given)	-2.2	2.4	3.0	-0.5	2.0	11.1	-1.2	5.2	12.0
46	COc1ccc(S(=O)(=O)N(C)C[C@H]2Oc3ccc(NC(=O)Nc4ccccc4)cc3C(=O)N([C@H](C)CO)C[C@@H]2C)cc1	-0.5	·	·	·	-4.0	4.6	0.5	-2.7	·
47	COc1cc(/C=C2/SC(=O)NC2=O)ccc1OCc1ccccc1	-2.3	0.9	1.5	7.0	4.2	12.0	2.7	11.2	-6.5
48	COc1ccc(N2C(=O)C3C4C=CC(c5ccccc5)(C3C2=O)C2C(=O)N(c3ccc(OC)cc3)C(=O)C42)cc1 (stereo not given)	-8.2	2.2	-5.9	1.6	-0.8	-0.4	4.0	6.1	-8.4
49	CC1CC(C)CN(c2ccc(C(=O)NCc3ccc4c(c3)OCO4)cc2[N+](=O)[O-])C1 (stereo not given)	0.8	-8.5	-5.1	-9.7	-4.9	5.5	-4.2	1.1	-4.8
50	COc1nc(N)nc(N)c1NS(=O)(=O)c1ccc(C)cc1	-7.2	4.4	-7.5	-2.0	2.0	3.3	-4.2	-5.5	2.7
51	O=C(COC(=O)CCc1ccc(S(=O)(=O)N2CCOCC2)cc1)Nc1ccccc1OC(F)F	-11.4	·	·	·	-10.0	8.6	0.9	-2.0	·
52	Cc1cc(N2CCOCC2)nc2ccc(NC(=O)CCC(=O)N3CCN(c4ccccc4)CC3)cc12	2.4	2.4	1.2	6.2	11.3	3.0	7.8	4.3	1.7
53	CCc1noc(C)c1C(=O)Oc1ccc(N(C)S(=O)(=O)c2ccc(C)c(C)c2)cc1	2.7	-1.4	-3.5	0.4	5.2	2.9	-2.2	-2.8	1.5

# Arranged by SMILES length (descending): some entries from above
item	smiles	PAD4 FP inh	LYPLA1 inh	PME-1 primary	LYPLA2 inh	PAFAH2 FP inh	pPAFAH inh	PAFAH1B3 FP inh	PAFAH1B2 FP inh	GSTO1 inh
52	Cc1cc(N2CCOCC2)nc2ccc(NC(=O)CCC(=O)N3CCN(c4ccccc4)CC3)cc12	2.4	2.4	1.2	6.2	11.3	3.0	7.8	4.3	1.7
44	COc1ccc(-c2c(C(F)(F)F)nn(C)c2NC(C)=O)cc1	-1.7	2.2	-7.3	1.5	5.8	1.2	4.5	6.5	-5.6
45	CCC(C)Nc1nc(CN2CCOCC2)nc2sc3c(c12)CCC3 (stereo not given)	-2.2	2.4	3.0	-0.5	2.0	11.1	-1.2	5.2	12.0
42	CC(C)CC(=O)NC(=S)Nc1ccccc1N1CCCC1	1.0	3.8	2.1	-3.5	0.7	8.8	1.1	5.2	32.4
